HP1b binding inh: HP1-beta chromodomain-methylated histone interaction inhibition. P83916. AlphaScreen HP1-beta / biotin-H3K9me3 peptide binding. Potency, µM (titrated, usually from 114 µM), for inactives: at the highest dose activity change, negative = inhibition, usual class: inhibitors. 390,000 compounds, 0.56% hits; note: nearly all actives have a fitted effect of over 70% in size; inactives centre near 23
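AlphaScreen: HP1-beta (50 nM) preformed 30 min with biotin-H3(1-18)K9me3 peptide (50 nM) in PBS pH 7.4, 0.01% Tween-20. Compound added for 30 min at RT, then streptavidin donor/nickel chelate acceptor beads (10 ug/mL) for 30 min.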
Pin1 inh: blocks the human prolyl isomerase Pin1. AID 504891. Q13526. Potency, µM (top dose mostly 115 µM), inactives show at the top dose activity, negative = inhibition, usual class: inhibitors. 390,000 compounds, 0.009% hits. Pin1 FP peptide displacement, HiFluor488, 10 min; active = well fitted inhibition curve with a large enough effect in the polarisation, with a control signal flat, not every such curve was filed as active; inconclusive = small, poorly fitted or top-dose-only effect, or effect the other way, or a change in a side signal; inactive = no such curve, though single readings can be large or run the other way; the % refers to the polarisation; note: % is set by controls: 0 for no effect and ±100 for the full control effect
G9a inh: G9a (human) methyltransferase inhibition | Q96KQ7 | G9a H3K9 monomethylation, AlphaScreen, 2 h | Potency, µM (series often up to 102 µM), without a hit: at the top dose activity, negative = inhibition, usual class: inhibitors | 350,000 compounds, 8.8% hits | AID 504332; note: % is set by controls: 0 for no effect and ±100 for the full control effect; nearly all actives have a fitted effect of over 75% in size
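AlphaScreen detection with an anti-monomethyl H3K9 antibody quantified product after a 2 h room-temperature reaction containing 500 nM biotinylated H3K9 peptide, 20 µM SAM and 20 nM enzyme, which had been preincubated 15 min with compound.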
BLM inh: inhibitors of human Bloom syndrome helicase BLM. P54132. recombinant BLM DNA unwinding, fluorescence dequenching. Potency, µM (top dose mostly 56.1 µM), without a hit: at the highest dose activity change, negative = inhibition, hits mostly inhibitors. 350,000 compounds, 0.2% hits. AID 2528;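 note: plate controls were vehicle for no effect and no enzyme for full effect; nearly all actives have a fitted effect of over 35% in size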
BAZ2B block: inhibitors of human BAZ2B bromodomain | AlphaScreen BAZ2B-H3K14Ac peptide displacement | Potency, µM (doses to about 114 µM), for the others: at the top dose activity change, negative = inhibition, actives largely listed as inhibitors | 360,000 compounds, 4.4% hits | AID 504333; note: % is set by controls: 0 for no effect and ±100 for the full control effect; nearly all actives have a fitted effect of over 60% in size
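Multi-concentration screen (max 110 uM) measuring displacement of acetylated histone H3 peptide from BAZ2B by AlphaScreen, using 50 nM protein, 50 nM peptide and 10 ug/mL streptavidin donor plus Ni-chelate acceptor beads.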
Tb PGK inh: T. brucei PGK inhibition; PGK/GAPDH coupled, Kinase-Glo luminescence, 60 min; Potency, µM (highest dose often 57.5 µM), for the others: at the highest dose activity change, negative = inhibition, actives largely listed as inhibitors; 380,000 compounds, 0.043% hits; AID 602233; note: % is set by controls: 0 for no effect and ±100 for the full control effect; nearly all actives have a fitted effect of over 60% in size
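Recombinant glycosomal PGK reaction used 1,3-bisphosphoglycerate generated in-well by GAPDH (100nM final) in 100mM TEA pH 7.6, 5mM MgCl2, 0.01% Tween-20. After 60 minutes at room temperature, ATP was read by Kinase-Glo Plus luminescence end-point.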
GLS inhibitor: blocks human kidney-isoform glutaminase activity | O94925 | Potency, µM (doses to about 45.5 µM), for the others: at the top dose activity change, negative = inhibition, actives largely listed as inhibitors | 410,000 compounds, 0.21% hits | AID 624170 | GLS enzymatic activity, qHTS titration; note: % is set by controls: 0 for no effect and ±100 for the full control effect
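hKGA in 45 mM KH2PO4 pH 8.2, 0.02% Tween-20 with pin-transferred compounds; 1 mM L-glutamine (stock) plus glutamate oxidase/HRP/Amplex Red coupling added. Fluorescence read initially and after 30 min at RT.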
JMJD2A Tudor: JMJD2A Tudor domain (human) inhibition; AlphaScreen JMJD2A-Tudor / H3K4me3 peptide binding; 390,000 compounds, 4.4% hits; Potency, µM (series often up to 114 µM), for the others: top-dose activity change, negative = inhibition, hits mostly inhibitors; O75164; AID 504339; note: % is set by controls: 0 for no effect and ±100 for the full control effect; nearly all actives have a fitted effect of over 50% in size
Target sequence (O75164 whole entry, looked up, the tested form may be a part): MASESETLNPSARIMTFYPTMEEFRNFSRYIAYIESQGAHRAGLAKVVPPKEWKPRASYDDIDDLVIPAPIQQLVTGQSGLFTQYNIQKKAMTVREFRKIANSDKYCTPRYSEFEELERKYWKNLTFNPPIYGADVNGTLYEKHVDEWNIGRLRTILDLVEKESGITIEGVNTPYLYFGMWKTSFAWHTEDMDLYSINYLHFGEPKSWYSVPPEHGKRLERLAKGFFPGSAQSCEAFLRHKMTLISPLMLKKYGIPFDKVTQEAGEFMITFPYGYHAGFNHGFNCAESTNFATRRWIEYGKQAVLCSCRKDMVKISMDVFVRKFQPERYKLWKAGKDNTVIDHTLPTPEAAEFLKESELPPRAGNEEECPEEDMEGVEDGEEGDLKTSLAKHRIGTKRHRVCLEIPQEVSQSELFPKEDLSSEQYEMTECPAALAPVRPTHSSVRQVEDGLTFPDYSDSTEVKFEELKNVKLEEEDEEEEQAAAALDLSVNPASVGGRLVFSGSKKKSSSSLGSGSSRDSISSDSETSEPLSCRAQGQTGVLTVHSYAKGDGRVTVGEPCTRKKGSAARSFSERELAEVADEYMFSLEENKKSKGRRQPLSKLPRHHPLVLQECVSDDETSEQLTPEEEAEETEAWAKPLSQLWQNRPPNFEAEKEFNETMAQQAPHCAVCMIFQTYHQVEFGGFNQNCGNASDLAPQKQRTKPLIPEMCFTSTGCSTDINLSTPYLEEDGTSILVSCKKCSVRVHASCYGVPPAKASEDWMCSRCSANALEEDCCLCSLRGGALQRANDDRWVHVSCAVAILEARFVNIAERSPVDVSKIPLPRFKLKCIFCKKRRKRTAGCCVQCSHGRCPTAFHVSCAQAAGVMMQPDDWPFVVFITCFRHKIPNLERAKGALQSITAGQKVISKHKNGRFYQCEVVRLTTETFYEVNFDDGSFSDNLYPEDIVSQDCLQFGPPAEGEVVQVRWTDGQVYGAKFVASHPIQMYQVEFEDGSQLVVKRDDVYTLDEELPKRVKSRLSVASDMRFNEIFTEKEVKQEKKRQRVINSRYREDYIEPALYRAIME
Pol iota inh: DNA polymerase iota (human) inhibition; Q9UNA4; Pol iota fluorescent replication assay, 10 min; Potency, µM (titrated, usually from 115 µM), for inactives: at the top dose activity, negative = inhibition, most hits filed as inhibitors; 390,000 compounds, 1% hits
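Fluorescent replication assay read twice, at 0 min and 10 min after adding 50 nM (final) substrate. Enzyme (10 nM) and compounds were first incubated 15 min at room temperature; enzyme-free buffer wells were negative controls.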
An asterisk follows results filed as active; i = inactive; ? = inconclusive; / = no result given; & = joins results of further samples; [ ] = dose if it differs, or a comment. Unless noted, calls come from the whole dose curve; as a rule, active = well fitted curve in the direction sought with a large enough effect; inconclusive = small, poorly fitted or top-dose-only effect, or another doubt; inactive = no such curve, though single readings can be large; an effect the other way counts as inactive or inconclusive. Potency is the fitted concentration of half-maximal effect. A portion of the library (hit frequency here may not be typical).

Start of the listing, in advance (9 entries):
SMILES | HP1b binding inh | Pin1 inh | G9a inh | BLM inh | BAZ2B block | Tb PGK inh | GLS inhibitor | JMJD2A Tudor | Pol iota inh
CCc1ccc(CNC(=O)CCCN2C(=O)c3cccnc3Oc3ccc(Cl)cc32)cc1 | 29% | -1% | 6%[59 µM] | -6% | -1% | -3% | 1% | -13% | 22%
COc1ccc(CN2[C@@H](CC(=O)O)c3cc(C(F)(F)F)ccc3S2(=O)=O)cc1 | 25% | -5% | / | / | / | i | -2% | -19% | -8%&-6%
O=C(c1ccc(CNS(=O)(=O)c2cccc(Cl)c2)cc1)N1CCCCC1 | 33%[activator] | 4% | 0%[12.7 µM] | -10% | -1% | -2% | -4% | 1% | 8%
COc1cc(SC)ccc1C(=O)Nc1ccc2c(c1)CCN2S(C)(=O)=O | 13% | 6% | 0%[2.33 µM] | -2% | 0% | / | -6% | -15% | -6%
COC(=O)c1sccc1S(=O)(=O)N(CC(=O)Nc1ccccc1C)c1ccc(Cl)cc1 | 46%[activator] | 13% | 6%[59 µM] | -8% | -4% | -8% | 2% | -9% | -10%
CCC1CCCCN1C(=O)c1cc(-c2ccc(Cl)c(Cl)c2)on1 (stereo unspecified) | 60%[activator] | -3% | 27%[59 µM] | -5% | 55%[activator] | i | -5% | 37%[activator] | -5%[58.9 µM]
CCC(C(=O)N1CCN(c2ccccn2)CC1)n1nc(C)n2c(cc3occc32)c1=O (stereo unspecified) | 5% | 3% | -4%[59 µM] | -1% | -1% | 1% | 7% | -16% | 0%
COc1ccc(OC)c(CNc2ncnc3onc(C)c23)c1 | 38% | 4% | -15%[59 µM] | -1% | -3%[57.1 µM] | -10% | 0% | -24% | 37%[activator]
O=C(C1CCN(S(=O)(=O)c2ccc(Cl)cc2)CC1)N1CCN(c2ccccn2)CC1 | 41%[activator] | -8% | ? | / | 7% | -6% | 1% | -16% | 5%

All compounds of this part (from the top)
SMILES | HP1b binding inh | Pin1 inh | G9a inh | BLM inh | BAZ2B block | Tb PGK inh | GLS inhibitor | JMJD2A Tudor | Pol iota inh
CCc1ccc(CNC(=O)CCCN2C(=O)c3cccnc3Oc3ccc(Cl)cc32)cc1 | 29% | -1% | 6%[59 µM] | -6% | -1% | -3% | 1% | -13% | 22%
COc1ccc(CN2[C@@H](CC(=O)O)c3cc(C(F)(F)F)ccc3S2(=O)=O)cc1 | 25% | -5% | / | / | / | i | -2% | -19% | -8%&-6%
O=C(c1ccc(CNS(=O)(=O)c2cccc(Cl)c2)cc1)N1CCCCC1 | 33%[activator] | 4% | 0%[12.7 µM] | -10% | -1% | -2% | -4% | 1% | 8%
COc1cc(SC)ccc1C(=O)Nc1ccc2c(c1)CCN2S(C)(=O)=O | 13% | 6% | 0%[2.33 µM] | -2% | 0% | / | -6% | -15% | -6%
COC(=O)c1sccc1S(=O)(=O)N(CC(=O)Nc1ccccc1C)c1ccc(Cl)cc1 | 46%[activator] | 13% | 6%[59 µM] | -8% | -4% | -8% | 2% | -9% | -10%
CCC1CCCCN1C(=O)c1cc(-c2ccc(Cl)c(Cl)c2)on1 (stereo unspecified) | 60%[activator] | -3% | 27%[59 µM] | -5% | 55%[activator] | i | -5% | 37%[activator] | -5%[58.9 µM]
CCC(C(=O)N1CCN(c2ccccn2)CC1)n1nc(C)n2c(cc3occc32)c1=O (stereo unspecified) | 5% | 3% | -4%[59 µM] | -1% | -1% | 1% | 7% | -16% | 0%
COc1ccc(OC)c(CNc2ncnc3onc(C)c23)c1 | 38% | 4% | -15%[59 µM] | -1% | -3%[57.1 µM] | -10% | 0% | -24% | 37%[activator]
O=C(C1CCN(S(=O)(=O)c2ccc(Cl)cc2)CC1)N1CCN(c2ccccn2)CC1 | 41%[activator] | -8% | ? | / | 7% | -6% | 1% | -16% | 5%
Cc1cc(O)c(C(C[N+](=O)[O-])c2ccc(Cl)cc2)c(=O)o1 (stereo unspecified) | 29% | 9% | ? | -2% | -36% | 0% | 2% | -11% | ?
CCOC(=O)C1=C(C)N(CCCCCC(=O)O)C(=O)NC1c1ccc([N+](=O)[O-])cc1 (stereo unspecified) | 40%[activator] | 5% | ? | 0% | -21% | -1% | 2% | -18% | -15%
Cc1cccc(NC(=O)[C@H](C)NC(=O)[C@@H]2Cc3ccccc3CN2C(=O)OC(C)(C)C)c1 | 48%[activator] | 0% | 17% | -5% | -15% | i | -9% | -8% | 14%
CCCCn1c(N)c(N(CC)C(=O)c2cccs2)c(=O)[nH]c1=O | 29% | -1% | / | / | / | 2% | -1% | -10% | 87%[activator]
COCCCNC(=O)C1CCN(c2ccc(N3CCOCC3)nn2)CC1 | 23% | -9% | -3%[59 µM] | -1% | 1% | i | 12% | -4% | 21%
CCOC(=O)CC(NS(=O)(=O)c1ccc(NC(C)=O)cc1)c1ccc(OCC)cc1 (stereo unspecified) | 10% | 0% | 11%[59 µM] | 2% | -3% | -5% | 10% | -4% | 8%
CCOc1ccc(C2C(=O)N(C3CCCCCC3)CC(=O)N2Cc2ccc(F)cc2)cc1OC (stereo unspecified) | 19% | -10% | -17%[59 µM] | -5% | -10% | i | -10% | -20% | 5%
CCN(CC(=O)Nc1ccc(NC(C)=O)cc1)C(=O)CCCOc1cccc(C)c1 | 13% | -4% | -10%[12.7 µM] | / | -5% | -3% | -3% | -10% | 2%
CC(=O)c1ccc(N2CCN(Cc3nc(Cc4ccccc4)no3)CC2)cc1 | 23% | -5% | -8% | -7% | -5% | i | 0% | -18% | -2%
c1ccc2c(c1)nc(NCC1CCCO1)c1nnnn12 (stereo unspecified) | 32% | ? | -11%[59 µM] | 3% | -6% | -8% | -5% | -11% | 6%
O=S(=O)(Nc1ccc(Cl)cc1)c1ccc(N2CCOCC2)c(NC(=S)NCCN2CCOCC2)c1 | ? | -6% | 4.5µM* | 1% | ? | -1% | -17% | 79µM* | ?
Nc1ccc([N+](=O)[O-])cc1C(=O)NNC(=O)c1ccco1 | 42%[activator] | -1% | 0% | -1% | -2% | -1% | 16% | -8% | -19%
CCOc1ccc(CC(=NCCc2ccccc2)C2=C(O)CC(C)(C)CC2=O)cc1OCC | 34% | 1% | 71µM* | -4% | -4% | -4% | 61%[activator] | -13% | 47%[activator]
O=c1[nH]c(C2CCN(S(=O)(=O)c3cccc([N+](=O)[O-])c3)CC2)nc2c1nnn2Cc1ccccc1 | -5% | -3% | -16% | -10% | -19% | -9% | ? | -25% | 45%[activator]
CC1=C(c2ccc(F)cc2)S(=O)(=O)N=C1N1CCC(C(=O)NCCc2ccco2)CC1 | -20% | ? | 18%[59 µM] | -2% | -28% | / | 4% | -17% | -26%
S=c1nc(C2CCCCC2)n(-c2ccccc2)[nH]1 | 38% | -5% | 3.5µM* | 0% | -25% | i | ? | 16µM* | -12%
COc1ccc([C@@H]2[C@@H]3C(=O)N(C(C)(C)C)C(=O)[C@@H]3[C@]3(Cc4ccc(Cl)cc4)C(=O)N(c4cccc(F)c4)C(=O)N23)cc1 | 32% | 29% | -7%[2.33 µM] | / | 1% | -2% | -11% | -22% | 3%
COc1ccc(NC(=O)COc2ccc3c(c2)CCC3)cc1 | 45%[activator] | -4% | 48% | -9% | 16% | 8% | -6% | 18% | 15%
O=C(Nc1ccc(Cc2ccncc2)cc1)c1ccc(Br)o1 | 56%[activator] | -1% | -46%[59 µM] | 2% | 4% | -3% | -9% | -14% | 0%
CC(C)CCC(C(=O)O)C(C)CC(=O)NC1CCCCC1 (stereo unspecified) | 12% | -6% | -1%[59 µM] | 0% | -1% | 11% | -1% | -6% | 26%
Cc1nc2cc(NC(=O)N3CCC(c4ccccc4)C3)ccc2n1C (stereo unspecified) | 24% | -8% | 7%[59 µM] | 1% | -4% | -9% | 26% | -10% | 20%
COc1ccc(-c2noc(N3CCC(C(=O)NC(C)c4ccccc4)CC3)n2)cc1 (stereo unspecified) | 31% | ? | / | -2% | -3% | 6% | -1% | -8% | -15%
CCN(CC(=O)NCc1cccs1)C(=O)CN(C)S(=O)(=O)c1ccc(C)cc1 | 28% | -1% | 11%[59 µM] | / | 7% | i | 0% | -14% | 6%
CC(C)n1c(C(O)c2ccccc2)nc2ccccc21 (stereo unspecified) | 21% | -3% | -10%[59 µM] | -2% | / | -10% | 2% | -19% | 6%
Clc1ccc(CNc2nc3ccccc3c3nc(-c4cccnc4)nn23)cc1 | 14% | 1% | 7%[59 µM] | -1% | 4% | i | -10% | -6% | -9%
O=P(O)(Cc1ccccc1)Cc1ccccc1 | 23% | -2% | 6%[0.501 µM] | -7% | -38% | -9% | -1% | -3% | 23%
COc1cccc(CNC(=O)CCC2CCCN(C(=O)Cc3ccccc3F)C2)c1 (stereo unspecified) | 36%[activator] | 0% | / | 3% | -5% | i | 0% | -7% | 47%[activator]
Cc1ccc(Oc2ccc(-c3nc(N)nc(N)n3)cc2)cc1C | 16% | 0% | 11% | -3% | -2% | -3% | -4% | -3% | 18%
CCCc1nn2c(=O)cc(CSCC(=O)Nc3ccc(OC)cc3)nc2s1 | 41%[activator] | -8% | ? | -1% | -12% | i | -3% | 5% | 14%
Cn1c2ccccc2c2c(C(=O)N3CCN(C(=O)c4ccco4)CC3)cn(C3CCCCC3)c(=O)c21 | 26% | 1% | -20% | -1% | -31% | -3% | -10% | -12% | -18%
CCOC(=O)C1CCN(C(=O)c2ccc(OC3CCN(C(=O)COC)CC3)cc2)CC1 | 31% | -5% | / | -1% | -5% | 1% | -1% | 3% | -16%
CC(NC(=O)c1cccc(S(=O)(=O)N2CCN(C)CC2)c1)C1CC2CCC1C2 (stereo unspecified) | 21% | 1% | 0% | -4% | 1% | -3% | -2% | -5% | 63%[activator]
